# KLF5 inhibitor – inhibitors of KLF5 expression | DLD-1 KLF5 promoter-luciferase reporter, luminescence | inhibition, % at 5 µM | 290,000 compounds, 0.23% hits | AID 1700;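 active = inhibition above a per-plate limit of that plate's mean compound inhibition plus 3 SD, cut at about 60% in these data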;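 also: 0% = DMSO wells and 100% = LY294002 at 200 µM; higher means less KLF5 promoter-driven luciferase light; inactives centre near -14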
# Platelet DG rel – modulates dense granule release in human platelets | AID 1663 | inhibition, %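 (compounds screened at 7.5 µM in platelet-rich plasma)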 | human platelet-rich plasma, SFLLRN dense granule ATP release, luminescence | 300,000 compounds, 0.22% hits;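 active = mean replicate score, as percent of positive control, at or above 50; inconclusive = mean below 50 but at least one replicate at or above 50; inactive = mean and every replicate below 50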
# IEC-6 cytotox – IEC-6 cytotoxicity, counter-screen for KLF5 inhibitors. inhibition, % at 5 µM. luminescence viability. AID 1825. 290,000 compounds, 0.78% hits; in the data active = inhibition above about 22%;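 also: 0% = plate median of test compound wells and 100% = cytotoxic reference compound wells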
# AI-2 QS mod – Vibrio harveyi AI-2 quorum sensing modulation; activity change, % at 7.5 µM; 300,000 compounds, 0.4% hits; Vibrio harveyi JMH597 AI-2 luminescence/OD600 ratio, 9 h; stronger effect = lower value; strain lacks LuxN and CqsS sensors; 0 = neutral-control median; in the data active = activity change below about -75%, passing the limit was not always enough; inconclusive = no clear call, values can overlap the other calls;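 also: luminescence divided by OD600 gain over 9 h not by final OD600 alone; inactives centre near 13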
# HSP90 refold inh – blocks HSP90-mediated luciferase refolding in reticulocyte lysate; Rabbit reticulocyte lysate, luciferase refolding luminescence, 3 h; inhibition, % at 5.6 µM; AID 1789; 290,000 compounds, 0.91% hits;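 active = inhibition above the screen-wide mean plus 3 SD, computed separately per campaign, cut at about 16% in these data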;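 also: 0% = DMSO wells and 100% = 60 µM geldanamycin wells; inhibitors lower the luminescence because luciferase stays unfolded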
# HIF act – HIF pathway transcriptional activation | U2OS HRE-luciferase reporter, luminescence; normalized: DMSO 0%, desferrioxamine 100% | activation, % at 7.5 µM (by protocol) | 300,000 compounds, 0.32% hits | AID 1910;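 active = mean activation of at least 10% of the iron chelator positive control signal, with at least half of replicates also reaching 10%; inconclusive = mean and replicate majority disagree about reaching 10%; inactive = mean and most replicates under 10%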
# HSF-1 act – increases HSF-1 driven luciferase reporter signal; 300,000 compounds, 1.7% hits; AID 504408; activation, % at 9 µM; NIH3T3-HGL HSF-1 luciferase reporter, MG132, 8 h; 100% = twice DMSO control signal;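 active = mean replicate activation of at least 50% with a set share of replicates each reaching 50%; inconclusive = only one of those two conditions met; inactive = mean below 50% and too few replicates reaching it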;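 also: 0% = median of the neutral control wells and 100% = twice that signal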
# HSF1 inhib – HSF1 inhibition | NIH3T3-HGL HSE-luciferase, MG132-induced, luminescence 8 h; stronger effect = lower value | activity change, negative = inhibition, % at 7.5 µM (by protocol) | 300,000 compounds, 0.77% hits | AID 2098;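 active = more than half of replicate wells show activity change below -50%, luminescence cut by over half; inconclusive = some wells, but at most half, below -50%; inactive = no replicate well below -50%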;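 also: luciferase reports HSF-1 transcriptional activity via heat shock element; 0% = median of DMSO wells and -100% = zero luminescence signal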
# aSyn 5UTR inh – 5' untranslated region of α-synuclein, MLPCN primary screen | alpha-synuclein 5'UTR reporter, inhibitor activity | inhibition, % (tested at 7.5 µM) | 300,000 compounds, 0.82% hits | AID 1813; in the data active = inhibition above about 60%; inconclusive = no clear call, values can overlap the other calls;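 also: H4 neuroglioblastoma cells stably carrying SNCA 5'UTR luciferase fusion; 0% = DMSO wells and 100% = positive control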
# HDAC3 inh – blocks human histone deacetylase 3; AID 2718; 320,000 compounds, 0.15% hits; O15379; inhibition, % at 8.3 µM; recombinant HDAC3, fluorogenic peptide/trypsin coupled, fluorescence; in the data active = inhibition above about 26%, passing the limit was not always enough; inconclusive = no clear call, values can overlap the other calls
# Target sequence (O15379 whole entry, looked up): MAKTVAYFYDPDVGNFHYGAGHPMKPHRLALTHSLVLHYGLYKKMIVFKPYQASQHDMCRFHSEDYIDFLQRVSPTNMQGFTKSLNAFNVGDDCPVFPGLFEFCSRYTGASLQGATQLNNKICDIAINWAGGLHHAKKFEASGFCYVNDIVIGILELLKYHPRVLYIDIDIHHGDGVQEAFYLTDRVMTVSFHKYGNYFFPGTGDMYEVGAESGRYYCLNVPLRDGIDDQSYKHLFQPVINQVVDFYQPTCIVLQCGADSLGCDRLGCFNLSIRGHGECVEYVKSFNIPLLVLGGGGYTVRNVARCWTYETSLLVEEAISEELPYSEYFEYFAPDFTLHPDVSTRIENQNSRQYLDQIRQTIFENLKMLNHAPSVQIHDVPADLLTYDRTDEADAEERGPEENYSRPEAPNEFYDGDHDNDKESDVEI
# An asterisk follows results filed as active; ? = inconclusive; nt = not tested or not shown.
SMILES,KLF5 inhibitor,Platelet DG rel,IEC-6 cytotox,AI-2 QS mod,HSP90 refold inh,HIF act,HSF-1 act,HSF1 inhib,aSyn 5UTR inh,HDAC3 inh
Cn1nc(C(=O)NCc2ccc(Cl)cc2)c2c1-c1ccccc1S(=O)(=O)C2,-15,-1,6,1,-3,-1.4,8,4,38,0
CCC(CO)N=CC1=C(O)CC(C)(C)CC1=O (stereo not drawn),-4,18,4,14,7,-0.4,-6,-5,-10,-6
O=C1CCCc2c1cc(C(=O)Nc1ccc(Cl)cn1)c(=O)n2-c1ccccc1,-29,1,0,3,0,-0.7,13,-4,6,-4
CCOC(=O)c1sc(SC)c(C(C)=O)c1C,-9,3,-2,1,-9,0.5,-9,-3,1,3
Cc1cc(=O)n2c(-c3ccc(Cl)cc3)csc2n1,-4,4,-4,25,3,0.0,8,2,3,2
CN1CCCCCC1=NC1=C(C#N)CCCC1,-10,7,1,15,-1,-0.1,1,-4,13,4
CN(C(=O)CO/N=C/c1ccc(Cl)cc1)c1ccccc1,-17,0,-4,-15,0,-1.2,-19,2,8,-1
Cc1cc(NCc2ccco2)nc(N2CCC(C(=O)NC3CCCCC3)CC2)n1,-9,1,5,12,0,0.0,-1,-7,3,0
c1ccc2c(c1)nc(-c1ccncc1)n1nnnc21,-30,-6,1,-1,-1,0.0,5,-8,3,7
COc1cc(/C(O)=C(\C#N)c2nc3ccccc3[nH]2)cc(OC)c1OC,-12,7,2,5,0,-1.2,16,1,-38,2
CC(C)(C)c1cc(C(=O)O)c(CN2CCCCC2)o1,7,-4,1,22,2,-0.8,1,-5,21,0
COCCn1c(-c2ccc(Br)cc2)nc2oc3cc(OC)ccc3c(=O)c2c1=O,-6,-8,1,15,-1,-0.5,-3,0,16,8
O=C(O)CN1C(=O)/C(=C\c2ccc(OC(=O)c3ccco3)cc2)SC1=S,-16,14,0,8,-3,-0.2,16,1,5,?
CCN1C(=S)N[C@@H](c2cccs2)C(C(=O)OC)=C1C,-1,-7,1,-3,-6,-0.1,16,-2,33,8
COC(=O)N(NC(=O)C(O)(C(C)C)C(C)C)c1ccccc1,2,2,2,12,-1,0.1,1,-4,-5,-4

# 5 entries out of the list, arranged by length of the SMILES, lowest first.
SMILES,KLF5 inhibitor,Platelet DG rel,IEC-6 cytotox,AI-2 QS mod,HSP90 refold inh,HIF act,HSF-1 act,HSF1 inhib,aSyn 5UTR inh,HDAC3 inh
CN1CCCCCC1=NC1=C(C#N)CCCC1,-10,7,1,15,-1,-0.1,1,-4,13,4
CCC(CO)N=CC1=C(O)CC(C)(C)CC1=O (stereo not drawn),-4,18,4,14,7,-0.4,-6,-5,-10,-6
c1ccc2c(c1)nc(-c1ccncc1)n1nnnc21,-30,-6,1,-1,-1,0.0,5,-8,3,7
Cc1cc(NCc2ccco2)nc(N2CCC(C(=O)NC3CCCCC3)CC2)n1,-9,1,5,12,0,0.0,-1,-7,3,0
O=C(O)CN1C(=O)/C(=C\c2ccc(OC(=O)c3ccco3)cc2)SC1=S,-16,14,0,8,-3,-0.2,16,1,5,?

# Some entries already given, showing only HSP90 refold inh and KLF5 inhibitor:
smiles | HSP90 refold inh | KLF5 inhibitor
Cc1cc(NCc2ccco2)nc(N2CCC(C(=O)NC3CCCCC3)CC2)n1 | 0 | -9
Cn1nc(C(=O)NCc2ccc(Cl)cc2)c2c1-c1ccccc1S(=O)(=O)C2 | -3 | -15
COCCn1c(-c2ccc(Br)cc2)nc2oc3cc(OC)ccc3c(=O)c2c1=O | -1 | -6
Cc1cc(=O)n2c(-c3ccc(Cl)cc3)csc2n1 | 3 | -4
O=C1CCCc2c1cc(C(=O)Nc1ccc(Cl)cn1)c(=O)n2-c1ccccc1 | 0 | -29

# The list goes on.
SMILES,KLF5 inhibitor,Platelet DG rel,IEC-6 cytotox,AI-2 QS mod,HSP90 refold inh,HIF act,HSF-1 act,HSF1 inhib,aSyn 5UTR inh,HDAC3 inh
CCOC(=O)NC(Nc1sc2c(c1C(=O)OC)CCN(C)C2)(C(F)(F)F)C(F)(F)F,-18,-2,3,19,0,0.0,12,1,-34,2
Cc1ccc(C(=O)Nc2ccc3c(c2)OCO3)cc1,32,9,6,14,66*,-1.5,25,8,32,-2
O=[N+]([O-])c1ccc(S(=O)(=O)NCCS(=O)(=O)N2CCN(c3ccccc3)CC2)cc1,-6,-8,3,33,4,0.2,14,5,4,1
COC(=O)C1=C(C)NC(C)=C(C(=O)OC)C1c1ccc(OC(=O)c2oc3ccccc3c2C)c(OC)c1,-3,-6,3,10,4,0.0,-17,4,25,-5
O=C(OCC(=O)N1CCN(c2ccccc2)CC1)c1ccccc1OC(F)F,nt,5,nt,5,nt,0.5,-20,0,3,-3
Cc1ccc(Nc2nnc(SCC(=O)NCCN3C(=O)CSC3=O)s2)cc1C,-18,9,4,28,4,0.7,19,1,-31,0
COc1cccc(C2Nc3ccccc3NC3=C2C(=O)CC(C)(C)C3)c1 (stereo not drawn),-66,9,-5,25,23*,0.6,20,11,5,3
O=C(NCc1ccc(Cl)cc1)c1noc2c1CCCCC2,-60,7,6,-67,1,1.0,24,11,-49,1
CCCOC(=O)C1=C(C)NC2=C(C(=O)CCC2)C1c1cccc(OC)c1OC (stereo not drawn),-4,-1,6,0,4,-0.2,49,7,-8,-6
CCc1ccc(NC(=O)CSc2nc3ccsc3c(=O)n2CCCCCC(=O)O)cc1,-10,0,-4,1,3,0.7,0,0,19,4
O=C(CNc1ccc(Br)cc1)c1ccc(Br)s1,-54,0,-2,5,-3,2.4,33,26,-68,-7
COc1ccc(NC(=O)CCSc2nnc(C)s2)cc1,14,-5,1,29,11,0.0,27,1,18,4
CCc1nnc(NC(=O)CCN2C(=O)C3CCCCC3C2=O)s1 (stereo not drawn),-17,1,-2,7,-1,0.9,-16,-4,11,0
Fc1ccc2c(c1)C(c1ccncc1)=NNC(c1ccccc1)=N2,-4,-11,2,12,0,0.4,19,8,0,-3
NC(=O)NC(=O)CC1S/C(=N/N=C2/NC(=O)CS2)NC1=O (stereo not drawn),-7,-3,-7,3,6,0.1,-14,-4,-13,-6

# Structural class, those above with a Cl atom
SMILES,KLF5 inhibitor,Platelet DG rel,IEC-6 cytotox,AI-2 QS mod,HSP90 refold inh,HIF act,HSF-1 act,HSF1 inhib,aSyn 5UTR inh,HDAC3 inh
Cn1nc(C(=O)NCc2ccc(Cl)cc2)c2c1-c1ccccc1S(=O)(=O)C2,-15,-1,6,1,-3,-1.4,8,4,38,0
O=C1CCCc2c1cc(C(=O)Nc1ccc(Cl)cn1)c(=O)n2-c1ccccc1,-29,1,0,3,0,-0.7,13,-4,6,-4
Cc1cc(=O)n2c(-c3ccc(Cl)cc3)csc2n1,-4,4,-4,25,3,0.0,8,2,3,2
CN(C(=O)CO/N=C/c1ccc(Cl)cc1)c1ccccc1,-17,0,-4,-15,0,-1.2,-19,2,8,-1
O=C(NCc1ccc(Cl)cc1)c1noc2c1CCCCC2,-60,7,6,-67,1,1.0,24,11,-49,1

# (list continues)
SMILES,KLF5 inhibitor,Platelet DG rel,IEC-6 cytotox,AI-2 QS mod,HSP90 refold inh,HIF act,HSF-1 act,HSF1 inhib,aSyn 5UTR inh,HDAC3 inh
NC(=O)NC(=O)COC(=O)c1ccccc1OCc1ccc(F)cc1,-8,0,0,0,1,-0.1,0,-6,6,nt
CCCCn1c(CCn2nc(C)c(Br)c2C)n[nH]c1=S,5,-2,0,21,2,0.4,-9,-1,11,0
C/C(=N\NC(=O)c1cccnc1)c1ccc(-n2ccnc2)cc1,1,8,6,11,1,0.2,3,2,-8,-1
CC(C(=O)NCC1CCCO1)n1cc([N+](=O)[O-])cn1 (stereo not drawn),-38,-4,0,1,4,0.1,7,-2,-10,7
CC(=O)N1c2ccccc2NC2=C(C(=O)CCC2)C1c1ccc(F)cc1 (stereo not drawn),-13,-5,2,-6,8,-0.2,nt,nt,-2,4
O=C(O)c1c[nH]c2ccc(F)cc2c1=O,-13,-3,4,9,2,0.1,-6,3,-10,8
O=[N+]([O-])c1cc(NS(=O)(=O)c2ccc(Cl)nc2)ccc1Cl,nt,6,nt,-1,nt,-0.4,4,2,2,1
O=c1cc(N2CCc3ccccc32)[nH]c(=O)n1-c1ccccc1,-27,-7,4,25,-1,-0.1,22,-2,-7,5
Cn1c(SCc2cccc(C#N)c2)nc2ccccc2c1=O,-9,6,10,-29,-4,-0.6,-3,1,4,0
O=[N+]([O-])c1cccc(CN2CCN(c3ncccn3)CC2)c1,-4,-7,3,12,-2,1.5,5,0,-10,5
O=[N+]([O-])c1ccc(C2=Nn3cnnc3SC2)cc1,-4,6,1,26,3,0.0,46,6,17,-2
CC(=O)c1nnn(-c2cccc([N+](=O)[O-])c2)c1C,-32,2,1,11,3,0.0,-40,-38,-8,2
O=C(NC1CCCCC1)c1cc(-c2ccc(Cl)cc2)on1,-59,-3,3,8,-1,0.9,21,9,-115,-7
CC(=O)N1CCc2c(sc(NC(=O)c3cccc(N4C(=O)CCC4=O)c3)c2C(N)=O)C1,-14,6,-4,14,4,-0.1,9,2,10,-2
O=C(COc1ccccc1F)N1c2ccccc2CCc2ccccc21,-29,-5,-4,27,-2,0.0,6,-6,0,8
COc1ccccc1NCc1nnc(SCC(=O)N/N=C/c2ccco2)n1-c1ccc(Cl)cc1Cl,-17,-4,4,27,2,-14,6,4,-4,0
Cc1cc(=O)oc2cc(OCC(=O)N3c4ccccc4CC3C)ccc12 (stereo not drawn),-6,13,4,4,-3,2.3,-5,-10,56,-4
O=C(Nc1cccc(Cl)c1)OCc1cnc(Cl)s1,-31,3,2,?,-1,-0.5,-2,-8,-22,0

# Bioassay records deposited in PubChem by several laboratories.
